Diaph inh CS: diaphorase inhibitors and chemical oxidizers, primary screen, counter-screen for diaphorase-coupled primary assays, biochemical, uHTS, resorufin fluorescence; diaphorase resazurin-to-resorufin fluorescence, NADH, 16 min; bacterial (C. kluyveri) enzyme, not human; inhibition, % at 20 µM; 0.69% of 190,000 active; AID 1217, 2008;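 active means primary screen inhibition at 20 µM above a set limit, cut at about 50% in these data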;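 further: plate controls were DMSO with full reaction for no effect and wells lacking NADH for full effect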
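Detection: fluorescence of resorufin formed from resazurin, Ex 544/Em 590 nm; test system: Clostridium kluyveri diaphorase enzyme; amount: 0.14 U/mL diaphorase, enzyme working solution; times: 16-min room-temperature incubation before reading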
bIAP inhibitor: bovine intestinal alkaline phosphatase inhibitors, primary screen, selectivity assay for TNAP inhibitor project, biochemical, bovine IAP, CDP-star luminescence; alkaline phosphatase, intestinal [Bos taurus]; purified bovine IAP, 30 min; inhibition, % at 20 µM; 190,000 tested, under 10 active; AID 1019, 2008;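 active means over 50% inhibition of intestinal alkaline phosphatase at 20 µM in the single-dose screen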
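Incubation: 30 min reaction at room temperature / Material: purified bovine intestinal alkaline phosphatase (IAP) enzyme / Input: enzyme at 1/65,000,000 dilution / Dosing: 20 µM single dose / Signal: CDP-star luminescence signal / Reagent: CDP-star chemiluminescent phosphatase substrate, 30 µM final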
TNAP inh noacc: human TNAP enzyme inhibitors, primary screen, biochemical, luminescent, no phosphate acceptor, uHTS. Alkaline phosphatase, tissue-nonspecific isozyme (Homo sapiens), P05186. purified TNAP, CDP-star luminescence, 30 min. 0.26% of 200,000 active. inhibition, % at 20 µM;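 active means tissue-nonspecific alkaline phosphatase inhibition above about 50% at 20 µM in the single-dose screen, limit read from the data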;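 further: 0% = DMSO negative control and 100% = EDTA positive control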
Target sequence (P05186 whole entry, looked up): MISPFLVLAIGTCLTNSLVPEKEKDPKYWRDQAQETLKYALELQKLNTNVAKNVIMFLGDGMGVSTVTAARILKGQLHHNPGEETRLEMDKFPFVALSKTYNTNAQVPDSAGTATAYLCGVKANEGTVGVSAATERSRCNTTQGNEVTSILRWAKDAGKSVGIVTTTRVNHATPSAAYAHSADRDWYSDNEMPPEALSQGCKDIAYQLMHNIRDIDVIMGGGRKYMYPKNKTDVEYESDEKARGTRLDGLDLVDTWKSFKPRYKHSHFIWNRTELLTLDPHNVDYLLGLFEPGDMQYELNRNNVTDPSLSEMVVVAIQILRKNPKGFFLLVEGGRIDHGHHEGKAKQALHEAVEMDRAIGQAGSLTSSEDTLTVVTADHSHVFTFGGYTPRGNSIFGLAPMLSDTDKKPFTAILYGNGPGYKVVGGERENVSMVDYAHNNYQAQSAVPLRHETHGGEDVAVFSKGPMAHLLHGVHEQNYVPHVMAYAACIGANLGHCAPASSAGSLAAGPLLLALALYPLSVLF
TNAP act hi DEA: TNAP activators at high phosphate acceptor level, primary screen, biochemical, luminescence, uHTS | Alkaline phosphatase, tissue-nonspecific isozyme (Homo sapiens), P05186 | purified TNAP, CDP-star luminescence, 1 M DEA, 30 min; stronger effect = higher value; 0 = EDTA background, 1 = DMSO-only activity | activation factor at 20 µM | 200,000 tested, under 10 active | AID 1136, 2008;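 active means activation factor at least 2 at 20 µM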
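Measured by: Luminescent substrate turnover signal | Test system: Human TNAP | Input: TNAP 1/800 final | Dosing: 20 µM single point | Schedule: 30 min, room temperature | Controls: EDTA wells as negative control, DMSO wells as positive control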
PMI activator: activators of human PMI, primary screen, biochemical, fluorescence intensity, near-Km mannose 6-phosphate | Mannose-6-phosphate isomerase (Homo sapiens), P34949 | purified human PMI, coupled resazurin fluorescence, 20 min; stronger effect = higher value; 1 = vehicle control, 0 substrate-free wells | activation factor at 20 µM | 0.005% of 190,000 active | AID 1214, 2008;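 active means activation factor of 2 or more at 20 µM, relative to plate controls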
Target sequence (P34949 whole entry, looked up): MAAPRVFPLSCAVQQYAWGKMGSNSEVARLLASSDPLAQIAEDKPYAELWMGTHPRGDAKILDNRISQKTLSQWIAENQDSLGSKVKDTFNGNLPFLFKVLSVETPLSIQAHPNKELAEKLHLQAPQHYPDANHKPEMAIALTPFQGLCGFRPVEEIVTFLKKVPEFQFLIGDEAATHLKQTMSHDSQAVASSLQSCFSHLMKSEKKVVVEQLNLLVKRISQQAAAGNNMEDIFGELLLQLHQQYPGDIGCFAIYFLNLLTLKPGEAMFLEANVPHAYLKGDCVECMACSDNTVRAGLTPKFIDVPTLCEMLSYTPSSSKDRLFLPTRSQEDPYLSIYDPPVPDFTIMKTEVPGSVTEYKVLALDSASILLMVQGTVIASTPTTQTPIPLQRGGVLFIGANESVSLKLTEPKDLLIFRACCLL
Diaphorase act: compounds boosting diaphorase resazurin reduction – biochemical, uHTS, resorufin fluorescence, counter-screen for diaphorase-coupled primary assays, primary screen | 0.005% of 190,000 active | AID 1229, 2008 | activation factor at 20 µM | Diaphorase/resazurin coupled assay, 16 min; stronger effect = higher value; 1 = vehicle wells, 0 = NADH-free wells;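 active means diaphorase activity raised at least twofold by the compound at 20 µM; inactive means activation factor below 2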
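System – purified diaphorase enzyme from Clostridium kluyveri · Input – enzyme 0.07 U/mL final · Also added – final NADH 0.114 mM, resazurin 0.1 mM · Measured by – fluorescence of resorufin, 544 nm excitation, 590 nm emission · Timing – 16 min enzyme reaction, ambient temperature · Measure – resorufin increase flagging diaphorase activators or reducers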
Lmaj promast: Leishmania major promastigote growth inhibition, primary screen; Leishmania major promastigotes, resazurin fluorescence viability; inhibition, % at 10 µM; 9% of 200,000 active; AID 1063, 2008; in the data active means inhibition above about 50%;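 further: promastigotes grown with compound for 44 hours at 28 °C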
PMI act hi M6P: human PMI activators, high substrate, primary screen, biochemical, fluorescence intensity, near-saturating mannose 6-phosphate | activation factor at 20 µM | Mannose-6-phosphate isomerase (Homo sapiens), P34949 | coupled PMI enzyme assay, resazurin fluorescence, 20 min; stronger effect = higher value; 1 = untreated enzyme, 0 = substrate-free blank | 0.34% of 190,000 active;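 active means activation factor of 2 or more at 20 µM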
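Material: human phosphomannose isomerase with PGI, G6PDH, diaphorase coupling enzymes / Reagent: Man-6-P substrate 1.0 mM / Dosing: single compound dose of 20 µM, 1% DMSO final / Incubation: enzyme reaction with compound 20 min at room temperature / Signal: resorufin fluorescence (Ex 544/Em 590 nm) from resazurin via diaphorase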
TNAP inh hi DEA: human TNAP enzyme inhibitors, primary screen, biochemical, luminescent, high phosphate acceptor level, uHTS; purified TNAP, CDP-star luminescence, 1 M DEA; inhibition, % at 20 µM; 0.03% of 200,000 active; AID 1135, 2008;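 active means over 50% inhibition of tissue-nonspecific alkaline phosphatase at 20 µM in the single-dose screen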;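 further: plate controls were DMSO wells for no effect and EDTA-quenched wells as full inhibition for full effect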
bIAP activator: bovine intestinal alkaline phosphatase activators, primary screen, biochemical, bovine IAP, CDP-star luminescence | 0.17% of 200,000 active | purified bovine IAP, 30 min; stronger effect = higher value; fold of DMSO-control signal, blank-subtracted | alkaline phosphatase, intestinal [Bos taurus] | AID 1016, 2008 | activation factor at 20 µM;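 active means activation factor of 2 or more at 20 µM, a signal rise over negative controls twice the positive control's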
Active calls of the source: *; x = no result given.

SMILES | Diaph inh CS | bIAP inhibitor | TNAP inh noacc | TNAP act hi DEA | PMI activator | Diaphorase act | Lmaj promast | PMI act hi M6P | TNAP inh hi DEA | bIAP activator
CCCN1Cc2cccc(C(=O)NC3CCCC3)c2C1=O | 7.5 | 4.8 | -10.6 | 1 | 1 | 0.9 | 12.1 | 0.9 | 0.3 | 1
Cc1ccc(-c2csc(-c3c[nH]c4ccccc34)n2)c(C)c1 | 14.2 | 15.5 | -0.1 | 1 | 0.9 | 0.9 | 2.6 | 0.9 | -1.1 | 0.8
O=C1[C@@H]2CSCN2C(=O)CN1CCc1cccc(F)c1 | 13.2 | 11.7 | -13.6 | 1.1 | 1 | 0.9 | -5.2 | 1 | -7.8 | 0.9
CC(NC(=O)c1ccc(C23CC4CC(CC(C4)C2)C3)cc1)C(=O)O (configuration not stated) | 2.8 | 8.1 | -4.9 | 1 | 1.1 | 1 | -3.8 | 1.1 | 1.3 | 0.9
O=S(=O)(c1cccc(-c2nnc(-c3cccnc3)o2)c1)N1CCCCC1 | 6.3 | 9.1 | -4.9 | 1 | 1 | 0.9 | 6.2 | 1.1 | 2.9 | 0.9
CN1CCN(/C=C2\SC(=S)NC2=O)CC1 | 6.2 | 16.6 | -11.7 | 1 | 1 | 0.9 | -3.6 | 1 | -3.1 | 0.8
COc1ccccc1C(=O)NCc1n[nH]c(=S)n1Cc1ccccc1 | 6.7 | 23.4 | -2.1 | 1 | 1.1 | 0.9 | -8.4 | 1 | 3.3 | 0.8
Cc1ccc(C(=O)Nc2nc3nc(-c4ccccc4)cc(=O)n3[nH]2)cc1 | 17.9 | -1.0 | -18.3 | 1 | 1 | 0.8 | -7.5 | 1 | -4.5 | 1
N=c1c(C(=O)NCc2ccccc2)cc2c(=O)n3ccccc3nc2n1CCCN1CCOCC1 | -4.6 | 6.1 | -9.6 | 1 | 1 | 1 | x | 1 | -3.0 | 0.9
NC(=O)NCc1ccc(C(=O)OCc2ccncc2)cc1 | 13.2 | -0.6 | -3.9 | 1 | 0.9 | 0.9 | -9.4 | 0.9 | 1.3 | 1
C/C(CC(=O)Nc1ccc(N(C)C)cc1)=N\NC(=O)C(=O)NCc1ccccc1 | 0.2 | -1.3 | -14.0 | 1.1 | 1.1 | 1 | -2.6 | 0.9 | -5.8 | 1
CCOC(=O)c1c(N=CN(C)C)c(C#N)n2c1CCC2 | 15.9 | 13.5 | -17.1 | 1.1 | 1.2 | 0.8 | -4.4 | 1.1 | -5.7 | 0.9
Cn1c[n+](C)cc1-c1ccc(/C(N)=N/O)cc1 | -11.8 | 4.5 | -7.3 | 1.1 | 1.2 | 1.1 | 8.1 | 1.2 | -6.5 | 1
CC(C)(C)OC(=O)N[C@@H](Cc1ccccc1)c1nnc(S(=O)(=O)Cc2ccccc2)o1 | -4.7 | -2.6 | -11.9 | 1 | 1.3 | 1 | -5.0 | 1.3 | -3.7 | 1
COc1ccc(N(C(=O)c2ccncc2)S(=O)(=O)c2ccc3c4c(cccc24)C(=O)N3C)cc1 | 9.9 | -28.7 | -3.4 | 1 | 1 | 0.9 | -1.2 | 0.7 | -0.9 | 1.3
O=C(N/C(=C\c1ccc([N+](=O)[O-])cc1)C(=O)N1CCCCC1)c1ccccc1Br | 2.7 | 25.9 | -2.6 | 1.1 | 1.1 | 1 | 14.7 | 1 | -5.4 | 0.7
Cc1nc(CS(=O)c2ccc(Cl)cc2)cc(N2CCOCC2)n1 (configuration not stated) | 8.3 | 3.8 | -9.4 | 1.1 | 1 | 0.9 | -4.3 | 1 | -5.5 | 1
CCOC(=O)N1CCN(C(=O)CSc2nnc(Cn3c(=O)sc4ccccc43)n2C)CC1 | 5.3 | 16.0 | -12.2 | 1 | 1.1 | 0.9 | -5.2 | 1 | -3.3 | 0.8
COc1ccc(CNc2c(C(=O)O)cnc3c2cnn3C)cc1 | 12.5 | 15.1 | -21.5 | 1 | 1.1 | 0.9 | -9.6 | 1 | -2.8 | 0.8
COC(=O)c1c(N)sc(C(=O)N2CCOCC2)c1C | 14.6 | 10.7 | -15.4 | 1.1 | 0.9 | 0.9 | -2.0 | 0.9 | -5.2 | 0.9
CCOc1ccc(C2/C(=C(\O)c3c(C)[nH]c(C(=O)OC)c3C)C(=O)C(=O)N2CCN(C)C)cc1 (configuration not stated) | 7.8 | 6.1 | 7.8 | 1 | 1.1 | 0.9 | -6.0 | 1.1 | -0.2 | 0.9
CCOC(=O)c1nnn(-c2nonc2-n2cccc2)c1CCl | 17.0 | 5.4 | -10.0 | 1 | 0.9 | 0.8 | 99.8* | 1 | -3.8 | 0.9
Cc1ccc(C)c(-n2c(-c3ccc4c(c3)OCO4)n[nH]c2=S)c1 | 17.8 | -26.5 | 0.1 | 1 | 0.9 | 0.8 | -5.0 | 1 | 0.2 | 1.3
Cc1cc(C(=O)CSc2nc3ccccc3[nH]2)c(C)n1CC1CCCO1 (configuration not stated) | 4.4 | -17.5 | -10.6 | 1 | 0.9 | 1 | 26.7 | 0.9 | -2.5 | 1.2
O=C(NCCCN1CCOCC1)c1c(F)cccc1F | 14.3 | 7.4 | -6.8 | 1 | 0.9 | 0.9 | -3.8 | 1 | -3.7 | 0.9
COc1ccc2cc(/C=N/O)c(Cl)nc2c1 | -6.1 | -1.6 | -7.4 | 1 | 1 | 1.1 | -5.2 | 1.1 | 0.2 | 1
N#Cc1nc(-c2ccc(Cl)cc2)oc1NCC1CCCO1 (configuration not stated) | 8.6 | 7.5 | -10.1 | 1.1 | 1 | 0.9 | -3.1 | 1 | -5.0 | 0.9
COc1cc(C(=S)N2CCCC2)cc(OC)c1OC | 1.4 | -11.4 | -9.1 | 1 | 0.9 | 1 | -6.7 | 0.9 | -3.2 | 1.1
O=C1NN(c2ccccc2)C(=O)/C1=C/c1coc2ccccc2c1=O | 13.3 | -5.9 | 0.0 | 0.9 | 1.1 | 0.9 | -1.4 | 0.8 | 13.5 | 1.1
O=C(c1ccco1)N1CCN(C(c2ccc(Cl)cc2)c2nnnn2CC2CCCO2)CC1 (configuration not stated) | -10.2 | -15.3 | -4.5 | 1 | 1.2 | 1.1 | 62.9* | 1.3 | 0.8 | 1.2

Of the compounds above, these have a cyano group.
SMILES | Diaph inh CS | bIAP inhibitor | TNAP inh noacc | TNAP act hi DEA | PMI activator | Diaphorase act | Lmaj promast | PMI act hi M6P | TNAP inh hi DEA | bIAP activator
CCOC(=O)c1c(N=CN(C)C)c(C#N)n2c1CCC2 | 15.9 | 13.5 | -17.1 | 1.1 | 1.2 | 0.8 | -4.4 | 1.1 | -5.7 | 0.9
N#Cc1nc(-c2ccc(Cl)cc2)oc1NCC1CCCO1 (configuration not stated) | 8.6 | 7.5 | -10.1 | 1.1 | 1 | 0.9 | -3.1 | 1 | -5.0 | 0.9

Filtered by structure: the compounds so far with a COOH group (2)
SMILES | Diaph inh CS | bIAP inhibitor | TNAP inh noacc | TNAP act hi DEA | PMI activator | Diaphorase act | Lmaj promast | PMI act hi M6P | TNAP inh hi DEA | bIAP activator
CC(NC(=O)c1ccc(C23CC4CC(CC(C4)C2)C3)cc1)C(=O)O (configuration not stated) | 2.8 | 8.1 | -4.9 | 1 | 1.1 | 1 | -3.8 | 1.1 | 1.3 | 0.9
COc1ccc(CNc2c(C(=O)O)cnc3c2cnn3C)cc1 | 12.5 | 15.1 | -21.5 | 1 | 1.1 | 0.9 | -9.6 | 1 | -2.8 | 0.8

Continuation.
SMILES | Diaph inh CS | bIAP inhibitor | TNAP inh noacc | TNAP act hi DEA | PMI activator | Diaphorase act | Lmaj promast | PMI act hi M6P | TNAP inh hi DEA | bIAP activator
COC(=O)C1NN=C(C(=O)c2ccc(Cl)cc2)C1c1ccc(OC)cc1 (configuration not stated) | 14.3 | 8.5 | -14.3 | 1 | 1 | 0.9 | -7.4 | 1 | -3.0 | 0.9
Cc1ccccc1C(=O)NC1CCN(CC(=O)NCc2cccs2)CC1 | 4.3 | 0.0 | 3.1 | 1 | 1.1 | 1 | -6.8 | 0.5 | -4.3 | 1
Cc1ccc(-n2ncc3c(=O)[nH]c(SC(C)C)nc32)cc1 | 9.8 | 12.3 | -4.7 | 1 | 0.9 | 0.9 | 5.3 | 0.9 | -1.7 | 0.9
CC/C(C)=N/Nc1cccc([N+](=O)[O-])c1 | 9.8 | -2.7 | -6.5 | 1 | 1.4 | 0.9 | 95.8* | 1.7 | 4.6 | 1
CCCCSc1nnc(CSc2nc3nc(C)cc(C)n3n2)o1 | -5.2 | -1.5 | -11.5 | 1 | 1 | 1.1 | 2.2 | 1 | -2.6 | 1
Cc1cccc(C)c1NC(=O)NN(C(=O)c1ccccc1)C(C)(C)C | 5.3 | 0.6 | -4.4 | 1 | 0.9 | 0.9 | 35.1 | 0.9 | -1.9 | 1
CCOC(=O)c1c(NC(=O)CSc2nnc(-c3c[nH]c4ccccc34)n2CCOC)sc2c1CCCCC2 | 16.3 | -22.8 | -7.9 | 1 | 0.9 | 0.8 | 36.1 | 0.9 | -3.0 | 1.2
O=C(CSc1nc2ccc([N+](=O)[O-])cc2[nH]1)c1ccc(Cl)cc1 | 4.4 | -6.5 | 1.4 | 0.9 | 0.9 | 1 | -1.0 | 1 | 5.7 | 1.1
COc1ccc(-c2[nH]ncc2CNCCCSC)cc1F | 3.1 | 7.8 | 28.3 | 1 | 1 | 1 | 4.0 | 1.1 | -0.9 | 0.9
CCOC(=O)C1=C(COC(=O)C2(C)CC2(Cl)Cl)NC(=O)NC1c1ccccc1 (configuration not stated) | -4.4 | 6.1 | -8.3 | 1 | 1 | 1 | 8.8 | 1 | -4.7 | 0.9
CC(C)NC(=O)NS(=O)(=O)c1cnccc1NC1CC2CCC1C2 (configuration not stated) | 3.8 | -22.7 | -3.3 | 1 | 1 | 1 | -5.0 | 1.1 | 2.0 | 1.2
Cc1cc(N2CCCC2)nc(N2C3CCC2CC(O)(c2ccc(F)cc2)C3)n1 (configuration not stated) | 6.4 | 2.7 | -5.8 | 1 | 1 | 0.9 | 27.3 | 0.9 | -3.6 | 1

Compound activity from PubChem BioAssay.
